USP1-UAF1 inh: USP1/UAF1 (human) deubiquitinase inhibition. actives 0.23% (n = 390,000). Potency, µM (doses to about 57.1 µM), inactives show at the highest dose activity change, negative = inhibition, most hits filed as inhibitors. AID 743255. recombinant USP1/UAF1, Ub-Rhodamine cleavage fluorescence; also: potency is read from the fitted curve at half-maximal effect; % is scaled to controls: 0 for no effect and ±100 for the full control effect; nearly all actives have a fitted effect of over 60% in size; inactives centre near -12
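In this screen, compounds sit with the deubiquitinase complex (1nM) for 15 min at room temperature before Ub-Rho is added at 150nM final. Fluorescence rise is then followed for 6 reads every 60 seconds.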
rTrxR1 inhibitor: rat TrxR1 inhibition; O89049; recombinant rTrxR1, NADPH fluorescence consumption, selenite substrate; Potency, µM (titrated, usually from 114 µM), for the others: top-dose activity change, negative = inhibition, most hits filed as inhibitors; actives 1% (n = 390,000); AID 588453; also: potency is read from the fitted curve at half-maximal effect; % is scaled to controls: 0 for no effect and ±100 for the full control effect; nearly all actives have a fitted effect of over 65% in size
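Rat TrxR1 (90 nM in the dispensed reagent) was pre-reduced with 400 uM NADPH for 5 min at room temperature, then incubated with compound for 15 min. After 400 uM selenite was added, NADPH fluorescence (Ex 340/Em 450 nm) was followed for 8 min.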
TrxR1 substrate: is turned over as a substrate by rat TrxR1; O89049; purified TrxR1 substrate turnover, NADPH consumption readout; Potency, µM (top dose mostly 114 µM), for inactives: top-dose activity change, negative = substrate turnover; actives 0.01% (n = 390,000); AID 588456; also: potency is read from the fitted curve at half-maximal effect; % is scaled to controls: 0 for no effect and ±100 for the full control effect; nearly all actives have a fitted effect of over 50% in size
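Rat TrxR1, dispensed at 90 nM, was prereduced with 400 uM NADPH (final) for 5 min at ~22 deg C, then incubated with compound 15 min before 400 uM selenite. A first-read NADPH fluorescence drop versus no-compound background flagged substrates.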
GLS inhibitor: blocks human kidney-isoform glutaminase activity; O94925; GLS enzymatic activity, qHTS titration; Potency, µM (doses to about 45.5 µM), for inactives: top-dose activity change, negative = inhibition, usual class: inhibitors; actives 0.21% (n = 410,000); AID 624170; also: potency is read from the fitted curve at half-maximal effect; % is scaled to controls: 0 for no effect and ±100 for the full control effect
Target sequence (O94925 whole entry, looked up, canonical isoform): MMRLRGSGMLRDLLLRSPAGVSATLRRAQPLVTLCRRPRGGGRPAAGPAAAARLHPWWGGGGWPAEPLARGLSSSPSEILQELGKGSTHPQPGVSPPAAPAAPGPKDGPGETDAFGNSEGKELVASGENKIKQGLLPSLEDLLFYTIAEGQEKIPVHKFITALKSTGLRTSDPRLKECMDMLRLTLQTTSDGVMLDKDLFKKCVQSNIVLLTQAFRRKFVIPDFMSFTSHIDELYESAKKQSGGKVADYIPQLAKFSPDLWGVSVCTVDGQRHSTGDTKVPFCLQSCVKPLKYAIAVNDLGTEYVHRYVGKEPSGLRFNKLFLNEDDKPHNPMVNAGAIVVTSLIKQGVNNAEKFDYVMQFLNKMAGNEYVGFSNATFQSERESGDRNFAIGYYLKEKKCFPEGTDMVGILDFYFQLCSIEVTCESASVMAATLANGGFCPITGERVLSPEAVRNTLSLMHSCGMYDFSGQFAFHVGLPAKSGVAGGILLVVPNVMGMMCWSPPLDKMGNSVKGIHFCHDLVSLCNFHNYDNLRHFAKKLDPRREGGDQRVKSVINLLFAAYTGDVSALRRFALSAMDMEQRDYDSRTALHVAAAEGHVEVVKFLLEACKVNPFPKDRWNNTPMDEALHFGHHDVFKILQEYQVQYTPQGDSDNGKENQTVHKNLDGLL
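Glutamate formation by hKGA was monitored fluorometrically using coupled glutamate oxidase, HRP and Amplex Red. Substrate was added as 1 mM L-glutamine solution; incubation was 30 min at RT after an initial read.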
HP1b chromo inh: inhibitors of HP1-beta chromodomain binding to methylated histone tails; AlphaScreen HP1-beta / biotin-H3K9me3 peptide binding; actives 0.56% (n = 390,000); Potency, µM (doses to about 114 µM), inactives show at the highest dose activity change, negative = inhibition, most hits filed as inhibitors; also: potency is read from the fitted curve at half-maximal effect; nearly all actives have a fitted effect of over 70% in size; inactives centre near 23
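Compound inhibition of the preformed complex between 50 nM HP1-beta and 50 nM biotinylated H3K9me3 peptide was read by AlphaScreen. Buffer was PBS pH 7.4 with 0.01% Tween-20. Incubations ran 30 min at room temperature, with 10 ug/mL donor/acceptor beads.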
PGK inhibitor: blocks T. brucei phosphoglycerate kinase; P07378; PGK/GAPDH coupled, Kinase-Glo luminescence, 60 min; Potency, µM (doses to about 57.5 µM), without a hit: top-dose activity change, negative = inhibition, most hits filed as inhibitors; actives 0.043% (n = 380,000); also: potency is read from the fitted curve at half-maximal effect; % is scaled to controls: 0 for no effect and ±100 for the full control effect; nearly all actives have a fitted effect of over 60% in size
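Recombinant glycosomal PGK reaction used 1,3-bisphosphoglycerate generated in-well by GAPDH (100nM final) in 100mM TEA pH 7.6, 5mM MgCl2, 0.01% Tween-20. After 60 minutes at room temperature, ATP was read by Kinase-Glo Plus luminescence end-point.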
PI4K2A inh: blocks human PI4K2A kinase activity. Q9BTU6. purified PI4K2A, ADP-Glo luminescence, 1 h; active compounds read low. activity change, negative = inhibition, % at 76.9 µM. actives 0.13% (n = 420,000). AID 1346378; in the data active = activity change below about -50%; inconclusive = mostly about -30% to -49%;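 also: -100% = wells without enzyme as full effect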
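Compounds are screened against recombinant PI4K2A using PI as substrate and ATP, the latter dispensed at 300 microM. Reactions run one hour at ambient temperature before ADP-Glo detection; full inhibition defined by wells lacking enzyme.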
Pin1 inh: human Pin1 inhibition. Q13526. Pin1 FP peptide displacement, HiFluor488, 10 min. Potency, µM (series often up to 115 µM), without a hit: top-dose activity, negative = inhibition, usual class: inhibitors. actives 0.009% (n = 390,000); active = well fitted inhibition curve with a large enough effect in the polarisation, with a control signal flat, not every such curve was filed as active; inconclusive = small, poorly fitted or top-dose-only effect, or effect the other way, or a change in a side signal; inactive = no such curve, though single readings can be large or run the other way; the % refers to the polarisation; also: potency is read from the fitted curve at half-maximal effect; % is scaled to controls: 0 for no effect and ±100 for the full control effect
mIDH1 inhibitor: blocks human mutant IDH1 R132H enzyme; IDH1-R132H enzyme, NADPH consumption, diaphorase/resazurin fluorescence; actives 0.093% (n = 390,000); O75874; Potency, µM (titrated, usually from 76.6 µM), for inactives: at the highest dose activity change, negative = inhibition, actives largely listed as inhibitors; also: potency is read from the fitted curve at half-maximal effect; % is scaled to controls: 0 for no effect and ±100 for the full control effect; nearly all actives have a fitted effect of over 65% in size
Target sequence (O75874 whole entry R132H, stated change not applied): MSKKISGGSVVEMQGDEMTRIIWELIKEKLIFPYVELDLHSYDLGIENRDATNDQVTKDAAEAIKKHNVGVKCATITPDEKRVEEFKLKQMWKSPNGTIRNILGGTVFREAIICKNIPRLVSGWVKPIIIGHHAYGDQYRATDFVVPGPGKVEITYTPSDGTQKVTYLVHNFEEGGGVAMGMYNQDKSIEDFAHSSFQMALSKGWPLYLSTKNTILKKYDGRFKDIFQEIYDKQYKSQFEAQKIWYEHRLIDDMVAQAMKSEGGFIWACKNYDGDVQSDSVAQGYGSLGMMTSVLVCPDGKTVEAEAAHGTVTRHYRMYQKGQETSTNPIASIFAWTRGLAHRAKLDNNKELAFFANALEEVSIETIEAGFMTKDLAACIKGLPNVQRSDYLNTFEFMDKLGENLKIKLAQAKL
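IDH1-R132H (0.5 ug/mL) preincubated 30 min with compound, then NADPH (0.016 mM) and alpha-KG (2 mM) added; 80 min at RT, pH 7.5. Remaining NADPH coupled via diaphorase/resazurin to fluorescence (540/590 nm); concentration-response curves normalized to no-enzyme control.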
* = called active by the depositor; i = inactive; ? = inconclusive; . = not tested or not shown; [ ] = another dose, or the depositor's remark. Unless noted, calls follow the shape of the dose curve; as a rule, active = well fitted curve in the direction sought with a large enough effect; inconclusive = small, poorly fitted or top-dose-only effect, or another doubt; inactive = no such curve, though single readings can be large; an effect the other way counts as inactive or inconclusive.

Molecule	PI4K2A inh	USP1-UAF1 inh	mIDH1 inhibitor	rTrxR1 inhibitor	Pin1 inh	GLS inhibitor	HP1b chromo inh	PGK inhibitor	TrxR1 substrate
NC(=O)CC(NC(=O)c1cccc(Br)c1)c1ccc(N2CCN(c3ccccn3)CC2)c([N+](=O)[O-])c1 (stereo unspecified)	-5	-21%	-6%	3%[57.1 µM]	-6%	1%	-6%	-8%	4%[57.1 µM]
CC(C)CNC(=S)NNC(=O)c1ccc(OC(F)F)cc1	-1	-15%	4%	0%	-1%	19%	32%	2%	3%
C=CCN1C(=NC(=O)CCCC(=O)O)SC2CS(=O)(=O)CC21 (stereo unspecified)	1	-16%	1%	6%	1%	0%	34%	-4%	1%
C=CCOc1ccc(C2N3CC4(CC)CN2CC(CC)(C3)C4=O)cc1 (stereo unspecified)	1	-23%	7%	11%	9%	2%	54%[activator]	i	1%
O=[N+]([O-])c1ccc(/C=C/c2nc3ccc([N+](=O)[O-])cc3[nH]2)cc1	4	-14%	10%	-20%	-23%	4%	37%	-1%	-10%
O=C(Cn1ncc2c3ccccc3n(Cc3ccccc3F)c2c1=O)N1CCCCC1	-1	-27%	21%	25%	1%	1%	35%	-8%	13%
Cc1ccc(-c2c(C#N)c(N)n(-c3ccc(C)cc3)c(=O)c2C#N)cc1	1	-15%	2%	5%[57.1 µM]	11%	2%	8%	-2%	132%[activator][57.1 µM]
O=C(Nc1cc2c(cc1Br)OCCCO2)c1ccccc1	5	-3%	3%	17%	-9%	9%	23%	-7%	3%
CCOC(=O)c1sc(=S)n(-c2ccccc2)c1SC	6	-15%	1%	-8%	?	0%	22%	2%	-8%
FC(F)(F)c1cccc(CN2CCSCC2)c1	0	-20%	5%	25%	-12%	1%	?	i	5%
CCS(=O)CC(=O)Nc1c(-c2ccccc2)oc2ccccc2c1=O (stereo unspecified)	-1	-18%	0%	15%	2%	-15%	17%	-1%	-3%[57.1 µM]
Cc1ccc(NC(=O)c2cc(S(=O)(=O)N3CCOCC3)ccc2Cl)cc1S(=O)(=O)N1CCOCC1	-8	-22%	7%	21%	-1%	10%	23%	i	8%
CC(C)NC(=O)c1ccc(C2SCC(=O)N2Cc2ccccc2)cc1 (stereo unspecified)	0	-11%	-2%	10%	3%	32%	12%	7%	6%
O=C(c1cccc2ccccc12)C1CCCN(C(=O)C2CCOCC2)C1 (stereo unspecified)	1	-8%	-6%	-22%	1%	2%	18%	7%	-11%
CCN(CC(=O)NCc1cccs1)C(=O)COc1ccccc1C#N	3	-13%	7%	22%	2%	5%	35%	1%	11%
CCN1CCN(c2ncnc3c2cnn3-c2ccc(F)cc2)CC1	-2	-14%	-8%	-1%[57.1 µM]	1%	13%	42%[activator]	5%	-2%[57.1 µM]
CN(C)CCOC(=O)C12CC3(C)CC(C)(CC(C)(C3)C1)C2	0	-6%	8%	24%	-1%	-1%	43%[activator]	.	-4%
CN(CCC#N)S(=O)(=O)c1ccc2[nH]cc(C(=O)NCCc3ccccc3)c(=O)c2c1	-3	-4%	-6%	-1%	0%	2%	4%	i	2%
O=C1c2cccc(OCC(=O)N3N=C(c4cccs4)CC3c3ccc(F)cc3)c2CCN1Cc1ccccc1 (stereo unspecified)	4	-17%	4%	12%	43%[activator]	1%	12%	-7%	48%[activator]
Nc1sccc1C(=O)c1ccccc1	2	-2%	-5%	?	6%	15%	-15%	1%	2%

Part of the list above in a different format:
C=CCOc1ccc(C2N3CC4(CC)CN2CC(CC)(C3)C4=O)cc1 (stereo unspecified)
  PI4K2A inh = 1	USP1-UAF1 inh = -23%	mIDH1 inhibitor = 7%	rTrxR1 inhibitor = 11%	Pin1 inh = 9%	GLS inhibitor = 2%	HP1b chromo inh = 54%[activator]	PGK inhibitor = i	TrxR1 substrate = 1%
NC(=O)CC(NC(=O)c1cccc(Br)c1)c1ccc(N2CCN(c3ccccn3)CC2)c([N+](=O)[O-])c1 (stereo unspecified)
  PI4K2A inh = -5	USP1-UAF1 inh = -21%	mIDH1 inhibitor = -6%	rTrxR1 inhibitor = 3%[57.1 µM]	Pin1 inh = -6%	GLS inhibitor = 1%	HP1b chromo inh = -6%	PGK inhibitor = -8%	TrxR1 substrate = 4%[57.1 µM]

Ordered by value in PGK inhibitor (falling): 3 from the list above
SMILES	PGK inhibitor
CC(C)NC(=O)c1ccc(C2SCC(=O)N2Cc2ccccc2)cc1 (stereo unspecified)	7%
C=CCN1C(=NC(=O)CCCC(=O)O)SC2CS(=O)(=O)CC21 (stereo unspecified)	-4%
NC(=O)CC(NC(=O)c1cccc(Br)c1)c1ccc(N2CCN(c3ccccn3)CC2)c([N+](=O)[O-])c1 (stereo unspecified)	-8%

Sorted by formula weight (smallest number first): some entries from above
Molecule	PI4K2A inh	USP1-UAF1 inh	mIDH1 inhibitor	rTrxR1 inhibitor	Pin1 inh	GLS inhibitor	HP1b chromo inh	PGK inhibitor	TrxR1 substrate
O=[N+]([O-])c1ccc(/C=C/c2nc3ccc([N+](=O)[O-])cc3[nH]2)cc1	4	-14%	10%	-20%	-23%	4%	37%	-1%	-10%
O=C(Cn1ncc2c3ccccc3n(Cc3ccccc3F)c2c1=O)N1CCCCC1	-1	-27%	21%	25%	1%	1%	35%	-8%	13%
CN(CCC#N)S(=O)(=O)c1ccc2[nH]cc(C(=O)NCCc3ccccc3)c(=O)c2c1	-3	-4%	-6%	-1%	0%	2%	4%	i	2%

The listing continues:
Molecule	PI4K2A inh	USP1-UAF1 inh	mIDH1 inhibitor	rTrxR1 inhibitor	Pin1 inh	GLS inhibitor	HP1b chromo inh	PGK inhibitor	TrxR1 substrate
CCc1nc2ccc(C)cc2c(C(=O)Oc2cccc3cccnc23)c1C	0	-10%	3%	-6%	1%	.	25%	1%	-9%
CCC(C)NC(=O)c1ccccc1-c1nc2ccccc2[nH]1 (stereo unspecified)	3	-13%	12%	3%[57.1 µM]	3%	4%	15%	0%	13%[57.1 µM]
Cc1ccccc1NC(=O)c1ccc(S(=O)(=O)C(F)F)cc1	-1	-5%	-2%	5%	2%	-1%	23%	-4%	-6%
COc1ccccc1C(=O)Nc1ccc(-c2cc(C(F)(F)F)nn2-c2ccccc2)cc1	1	-30%	13%	43%[11.4 µM]	2%	6%	34%	0%	13%
COc1ccc(C(CNC(=O)C(=O)Nc2ccc3c(c2)OCO3)N2CCN(C)CC2)cc1 (stereo unspecified)	1	-11%	4%	-15%	-8%	1%	19%	-3%	-11%
O=C(Nc1ccc(F)c(Cl)c1)Nc1c[nH]c(=O)[nH]c1=O	0	-23%	3%	23%[57.1 µM]	-4%	0%	27%	-9%	5%[57.1 µM]
CCc1ccccc1N(C)C(=O)Nc1cn(CC(C)C)c(=O)c2ccccc12	11	?	7%	15%	-6%	-1%	35%	-10%	35%[activator]
COc1cccc(-c2noc(C3CCCN(C(=O)Cc4ccccc4)C3)n2)c1 (stereo unspecified)	3	-3%	13%	29%[57.1 µM]	3%	-2%	38%	-9%	7%[57.1 µM]
O=C(Nc1cccc(Cl)c1)OCc1ccccn1	-1	-17%	-2%	10%	-3%	-1%	26%	-3%	4%
COc1ccc(-c2noc(-c3ccc(Cl)cc3[N+](=O)[O-])n2)cc1OC	0	-4%	-2%	4%	4%	3%	10%	-1%	-4%
O=C(c1ccc(CS(=O)c2ccccc2Cl)o1)N1CCN(c2cccc(Cl)c2)CC1 (stereo unspecified)	0	-14%	-13%	23%	-3%	2%	-14%	-9%	-2%
Cc1cccc(-n2c(CNC(=O)c3cccc(F)c3)nnc2SCC(=O)Nc2ccccc2F)c1	-7	7%	-23%	36%[activator]	-13%	6%	16%	-7%	0%
Clc1ccc(OCCN2CCCCC2)cc1Cl	-1	-9%	9%	-9%	2%	-9%	-57%	0%	-5%
O=S(CC(O)c1ccccc1)c1ccccc1 (stereo unspecified)	-2	-11%	-7%	.	.	4%	.	-7%	.
COC(=O)[C@@H](Cc1ccccc1)NC(=O)CC[C@H]1O[C@@H](n2cc(C)c(=O)[nH]c2=O)C[C@@H]1O	0	-30%	3%	17%	-9%	2%	73%[activator]	0%	5%
O=C(Nc1c(C(=O)c2ccc(Cl)cc2)oc2ccccc12)c1cc(=O)c2ccccc2o1	-1	-7%	0%	20%	2%	2%	62%[activator]	-6%	6%
O=C(NCCCN1CCCCC1)c1ccc2c(c1)NC(=O)C(N1CCCCC1)S2 (stereo unspecified)	-1	4%	-7%	9%	0%	14%	-1%	10%	9%
O=C(O)Cn1cnc2ccccc2c1=O	-1	?	7%	12%	3%	8%	24%	-8%	9%
Cn1c(=O)[nH]c(=O)c2c1nc(NC1CCCC1)n2Cc1ccccc1	-1	-13%	-4%	6%	3%	3%	17%	-2%	-7%
Cc1cn2c(=O)c(S(=O)(=O)NCCc3ccccc3)c(C)nc2s1	-2	-11%	0%	12%	-2%	-12%	34%	3%	14%
COc1ccc(COc2cc(-c3cccc(OC)c3)nc3ccc(NC(=O)c4ccccc4)cc23)cc1	-2	-2%	-15%	32%	3%	-1%	10%	6%	16%
CC(=O)COc1ccc(-c2csnn2)cc1	3	-18%	9%	18%	4%	-10%	34%	-12%	5%

A portion of the library; count on the stated rates, not on these rows.
